Assay outcomes from PubChem BioAssay.
All columns: NCI-60 one-dose screen, growth in % after 48 h at 10 µM unless noted; 100 = growth as untreated, 0 = no growth, -100 = all killed.
HCT-116: HCT-116 colon cancer. hit rate 7.3% among 82,000. AID 1794798
COLO 205: COLO 205 colon cancer | hit rate 7.3% among 79,000 | AID 1794742
SNB-75: SNB-75 CNS cancer; hit rate 5% among 79,000
HCT-15: HCT-15 colon cancer; AID 1794746; hit rate 5.2% among 82,000
A498: A498 renal cancer cells; hit rate 5.4% among 76,000
HCC-2998: HCC-2998 colon cancer | hit rate 4.7% among 79,000 | AID 1794799
SW-620: SW-620 colon cancer; hit rate 5.2% among 82,000
KM12: KM12 colon cancer cells; hit rate 5% among 82,000
HT29: HT29 colon cancer. hit rate 7.4% among 81,000. AID 1794748
Numbers without * were called inactive; x = not tested or not shown; & = joins results of further samples; ! = repeats disagree. How the source made its calls: active means growth percent below 10; inactive means the rest. This is a subset (hit frequency here may not be typical).

Every second line gives: HCT-116	COLO 205	SNB-75	HCT-15	A498	HCC-2998	SW-620	KM12	HT29
CCCCCN(CCCCC)CC(O)c1cc(Cl)c(Cl)cc1C (configuration not stated)
  50.4	93.7	90.0	87.3	86.7	94.4	80.0	97.3	49.4
Cc1ccccc1N1CCN(C(C)C#N)CC1 (configuration not stated)
  98.1	106.6	x	114.6	89.7	94.2	103.5	109.2	112.0
COc1cc(C2=NN(C=O)C(c3sc(N(CCCl)CCCl)nc3Cl)C2)cc(OC)c1OC (configuration not stated)
  79.4	97.4	75.0	96.1	85.4	95.4	91.9	91.6	92.4
Nc1nc(N)c(-c2ccc(Cl)cc2)c(COc2cccc(NC(=O)c3cccc(S(=O)(=O)F)c3)c2)n1
  96.5	100.2	71.7	96.5	99.5	122.2	102.7	107.8	100.5
CC(=O)c1ccc(N2CCNCC2)cc1
  96.0	109.7	93.1	99.9	85.6	123.7	101.5	98.7	110.7
O=C(O)CC(O)C(Cl)(Cl)Cl (configuration not stated)
  115.0	115.1	108.3	104.0	95.9	112.1	101.2	101.9	106.0
N#CN
  91.6	112.2	92.1	105.7	100.9	93.2	104.0	97.1	89.0
CC1=C[C@H]2O[C@@H]3C[C@@H](O)[C@](C)([C@@]2(C)CC1)[C@@]31CO1
  7.5*	3.3*	28.7	20.8	39.2	18.2	24.0	26.1	11.4
C[N+](C)(C)CCCl
  111.5	112.8	108.7	107.9	97.9	107.1	99.3	112.1	88.8
COC(=O)c1cn(Cc2c[nH]c3ccccc23)c2ccccc12
  86.9	103.5	81.4	95.5	125.1	106.0	107.6	82.3	99.8

Single records, as listed above:
Entry for COC(=O)c1cn(Cc2c[nH]c3ccccc23)c2ccccc12 : HCT-116: 86.9; COLO 205: 103.5; SNB-75: 81.4; HCT-15: 95.5; A498: 125.1; HCC-2998: 106.0; SW-620: 107.6; KM12: 82.3; HT29: 99.8
Entry for N#CN : HCT-116: 91.6; COLO 205: 112.2; SNB-75: 92.1; HCT-15: 105.7; A498: 100.9; HCC-2998: 93.2; SW-620: 104.0; KM12: 97.1; HT29: 89.0
Entry for CC1=C[C@H]2O[C@@H]3C[C@@H](O)[C@](C)([C@@]2(C)CC1)[C@@]31CO1 : HCT-116: 7.5*; COLO 205: 3.3*; SNB-75: 28.7; HCT-15: 20.8; A498: 39.2; HCC-2998: 18.2; SW-620: 24.0; KM12: 26.1; HT29: 11.4

Further results
Every second line gives: HCT-116	COLO 205	SNB-75	HCT-15	A498	HCC-2998	SW-620	KM12	HT29
C=C1C[C@](OC)([C@H](O)C(=O)N[C@@H](OC)[C@@H]2C[C@@H](O)C(C)(C)[C@@H](C[C@@H](COC)OC)O2)O[C@H](C)[C@@H]1C
  -16.7*	-15.6*	-100.0*	-51.3*	-87.1*	x	-64.3*	-41.8*	-68.7*
CC(=O)O[C@H]1CC[C@H]2[C@@H]3CC[C@H]4CCCC[C@]4(C)[C@H]3CC[C@]12C
  87.1	129.6	113.2	103.6	104.8	108.6	106.7	133.9	98.0
C[N+]1(C)CCN(c2ccccc2)CC1
  101.3	122.5	x	114.5	120.8	110.9	108.8	114.6	124.3
CNC(=O)Oc1c(OC)cccc1OC
  94.9	103.9	99.3	97.3	96.0	104.7	99.3	106.3	96.7
CCC(CC)OC(=O)Cc1ccccc1
  93.7	103.9	90.1	102.3	91.9	111.4	100.1	99.8	88.3
O=S(=O)(c1ccc(O)cc1)c1ccc(O)cc1
  93.8	x	x	112.9	88.4	106.0	102.0	104.2	125.9
CN(N=O)c1ccc([N+](=O)[O-])cc1
  98.3	107.0	89.7	99.5	95.1	x	107.1	104.3	99.5
N#Cc1c(-n2c(Br)c(Br)c3cc(Br)ccc32)[nH]c2c(Br)cc(Br)cc12
  -66.1*	-89.6*	-9.7*	-27.0*	-73.0*	2.8*	4.1*	-19.4*	-15.1*
Cc1ncc(C(=O)O)n1C(C)c1ccccc1 (configuration not stated)
  121.3	101.6	79.8	102.6	x	120.2	104.5	99.3	94.1
OC(c1ccc(Cl)cc1)C(c1ccc(Cl)cc1)N1CCCCC1 (configuration not stated)
  63.8	87.8	93.0	81.8	90.0	75.4	88.8	x	47.4
CCOC(=O)C1(c2ccccc2)CCN(CC(=O)c2ccc(NC(C)=O)cc2)CC1
  97.7	102.9	114.4	108.0	94.5	x	104.0	111.7	102.7
C/C=C/CC1(CC)C(=O)NC(=S)NC1=O
  100.9	115.7	87.5	110.3	100.9	113.4	98.0	105.5	89.2
COC(=O)[C@@H](NC(=O)c1nn(Cc2ccc(F)cc2)c2ccccc12)C(C)(C)C
  92.1	111.6	84.4	95.0	87.2	107.4	102.1	96.2	100.7
O=C1NC(=O)C2(CCCc3ccc(N(CCCl)CCCl)cc32)N1 (configuration not stated)
  90.9	107.9	81.1	85.7	103.6	98.9	89.4	105.4	85.8
O=C(CCl)NCNC(=O)CCl
  92.1	109.2	85.9	91.4	108.8	110.6	100.3	103.7	104.7
CC(Cc1ccccc1)NC(=O)/C=C/C(=O)O (configuration not stated)
  102.5	103.5	81.8	100.7	99.4	103.5	106.0	100.3	96.1
CC(C)=CC1C(C(=O)OCCCc2ccc3c(c2)OCO3)C1(C)C (configuration not stated)
  109.2	x	96.0	98.1	70.4	104.8	96.1	99.4	101.2
O=C(N/N=C\c1ccc(N(CCCl)CCCl)cc1)C(=O)c1c[nH]c2ccccc12
  60.0	107.4	57.6	64.8	73.4	81.4	90.6	68.3	76.4
C#CC[Se]C(=O)c1ccc2n[se]nc2c1
  -27.1*	58.6	56.5	25.8	95.3	95.8	x	95.2	39.6
CCOP(=O)(CCCCCCC#N)Oc1ccc([N+](=O)[O-])cc1 (configuration not stated)
  97.1	107.4	87.0	106.0	79.9	108.7	101.1	105.3	97.9

Looked up one by one from the list above (2):
Every second line gives: HCT-116	COLO 205	SNB-75	HCT-15	A498	HCC-2998	SW-620	KM12	HT29
COC(=O)[C@@H](NC(=O)c1nn(Cc2ccc(F)cc2)c2ccccc12)C(C)(C)C
  92.1	111.6	84.4	95.0	87.2	107.4	102.1	96.2	100.7
OC(c1ccc(Cl)cc1)C(c1ccc(Cl)cc1)N1CCCCC1 (configuration not stated)
  63.8	87.8	93.0	81.8	90.0	75.4	88.8	x	47.4

(more compounds)
Every second line gives: HCT-116	COLO 205	SNB-75	HCT-15	A498	HCC-2998	SW-620	KM12	HT29
CCN(CC)c1cccc(OC(=O)NC)c1
  89.8	93.1	93.6	95.5	x	101.9	102.5	108.8	101.7
COc1cc(C=O)c(OC)c2c1OCO2
  100.8	105.5	x	99.8	x	100.1	105.7	114.1	99.8
CN(C)P(=O)(NC(NC=O)C(Cl)(Cl)Cl)N(C)C (configuration not stated)
  104.3	111.9	99.7	106.3	108.5	110.1	103.6	116.5	89.7
O=S(=O)(F)c1ccc(Cl)cc1C[P+](c1ccccc1)(c1ccccc1)c1ccccc1
  88.2	98.6	130.8	90.4	112.4	x	94.3	98.0	83.1
Cc1sc2nc(N3CCN(C)CC3)[nH]c(=O)c2c1C
  94.9	105.2	90.0	105.3	98.4	103.2	102.2	100.4	89.7
O=C(CCCC1CCCCC1)OCC(Cl)(Cl)Cl
  103.3	101.2	101.1	107.9	60.6	88.4	107.2	104.6	102.7
O=C(Nc1ccc([N+](=O)[O-])c(C(F)(F)F)c1)c1cc(-c2ccc(F)cc2F)ccc1O
  97.7	133.5	110.3	86.1	111.9	108.9	109.3	85.9	110.9
COc1cc2cc(C(=O)N3C[C@@H](CCl)c4c3cc(OC(=O)N3CCN(C)[C@@H]5CSSC[C@H]53)c3ccccc43)[nH]c2c(OC)c1OC
  -23.6*	-59.2*	-74.3*	-18.7*	-37.0*	-79.9*	-9.0*	-9.4*	-50.7*
O1[As]2O[As]3O[As]1O[As](O2)O3
  -10.3*	x	-0.1*	-23.4*	3.0*	23.3	4.7*	39.0	-21.1*
C[C@H]1CC[C@H]2[C@H](C1)c1c(O)cc(-c3cc4ccccc4s3)cc1OC2(C)C
  86.2	116.1	117.4	85.2	96.2	90.7	95.7	89.6	105.5
CCC1=C[C@@H]2CN3CCc4c([nH]c5ccccc45)[C@@](C(=O)OC)(C2)[C@@H]13
  94.8	x	64.1	105.4	116.2	100.7	100.1	101.8	98.4
O=[N+]([O-])c1ccc(C(=Nc2ccccc2)N2CC2)cc1
  97.6&95.9	127.9&108.7	110.3	95.4&110.7	77.3	98.3&108.8	99.2&99.8	98.5&96.5	97.6&106.0
CC(=O)OC1CCC2(C)C(=CC(=O)C3C2CCC2(C)C(OC(C)=O)CCC32)C1 (configuration not stated)
  97.5	108.5	93.9	113.5	103.0	x	106.7	115.0	92.3
CNC(=O)Oc1cccc(C(F)(F)F)c1
  107.2	106.8	113.1	116.8	105.9	113.0	104.5	110.0	107.9
COc1cc([N+](=O)[O-])c2nc(C)ccc2c1[N+](=O)[O-]
  63.5	77.6	108.9	92.9	121.2	107.2	72.7	79.8	x
CCCCCCCCCCOc1ccc(C(=O)Oc2ccc(CSP(=O)(OCC3OC(n4cnc5c(N)ncnc54)C(F)C3O)OC3C(CO)OC(n4ccc(=O)[nH]c4=O)C3F)cc2)cc1 (configuration not stated)
  46.5	x	90.6	91.3	130.3	97.0	94.3	67.3	78.6
CN(N=O)C1=C(NC2CCCCC2)C(=O)c2ccccc2C1=O
  82.2	96.1	84.2	89.4	94.4	86.6	93.2	86.9	90.3
COc1ccc(CCN)cc1
  95.9	105.0	88.8	98.7	71.6	107.7	98.6	100.5	109.2
CCCCOC(=O)c1ccccc1C(=O)O.CCCCOC(=O)c1ccccc1C(=O)O.[Cu+2]
  102.2	100.6	104.2	112.2	105.0	104.2	98.8	104.7	106.7
O=P(Nc1ccccc1)(Nc1ccccc1)N(CCCl)CCCl
  104.4	x	94.4	97.2	87.0	94.9	103.9	106.3	99.3
CNC(=O)Oc1cc(C)cc(C)c1
  108.4	99.2	110.3	105.3	115.3	102.1	110.3	102.2	101.8
Cc1cc[c-]cc1.Fc1c[c-]c(-c2ccccn2)c(F)c1.N#CCC[PH+](CCC#N)c1ccccc1.[Pt+2]
  19.1	12.5	49.9	22.1	52.3	82.4	6.8*	74.1	37.2
NP(N)(=O)CCl
  95.9	107.1	118.2	102.5	114.8	104.0	104.7	108.5	89.6
S=P1(c2ccccc2)Nc2ccccc2S1 (configuration not stated)
  96.3	110.1	105.4	108.8	x	114.9	x	105.2	102.5
O=c1oc2ccccc2c(O)c1C(C/C(CCN1CCCC1)=N/O)c1ccccc1 (configuration not stated)
  98.9	111.3	x	102.7	103.3	106.5	107.4	100.0	112.4
CC1CNC(=S)N1 (configuration not stated)
  102.0	104.0	x	98.1	100.5	119.6	110.7	104.9	95.4
CCCCCCCCCCCCCCCC[N+](C)(C)C
  4.2*	-89.8*	-23.3*	-37.7*!	-58.0*!	-91.0*!	8.7*	-93.1*	-42.4*
CNC(=O)Oc1ccc(C(C)(C)C)cc1OC(=O)NC
  93.0	87.0	91.0	90.5	98.8	103.0	94.8	99.8	88.8
CCN1C(=O)NC(=O)C(CC)(NC(=O)c2cc(F)c(F)c(F)c2F)C1=O (configuration not stated)
  103.4	112.0	98.5	93.7	114.4	95.6	95.3	108.8	99.1
CC(=O)N(CCc1ccccc1)N=O
  108.1	109.3	100.4	101.9	110.6	109.8	109.8	104.1	112.5
O=Cc1ccc2c(c1)OCO2
  91.4	106.2	99.7	105.4	74.2	100.8	98.5	102.7	104.0
CN1C(=O)C(=S(C)C)C(=O)N(C)C1=O
  104.6	105.1	95.8	99.8	107.3	99.7	108.8	107.1	100.4
O=C(NC(O)C(Cl)(Cl)Cl)NC(O)C(Cl)(Cl)Cl (configuration not stated)
  96.5	111.6	105.8	104.7	x	105.9	110.1	115.4	103.7
NP(N)(=O)c1ccc(Cl)cc1
  98.7	108.6	103.4	97.5	103.2	90.6	102.9	102.5	101.1
COc1cc(/C=C\[N+](=O)[O-])ccc1O
  32.9&59.3	104.4&73.6	96.7&93.6	-12.0*!	102.4&97.6	83.1&100.2	7.3*!	77.4&80.2	90.3&32.3
CC(=O)[O][Hg][c]1nc2c(c(=O)n(C)c(=O)n2C)n1C
  99.9	113.3	77.8	106.5	125.2	131.4	71.1	96.6	95.6
COc1ccc(CC2c3cc(OC)c(OC)cc3CCN2C)cc1OC (configuration not stated)
  98.2	102.0	93.5	103.6	105.0	103.2	103.3	106.1	95.2
Brc1ccc2ccccc2c1
  104.1	96.5	96.5	101.0	121.7	101.5	100.4	108.1	105.7
CCCCC(CC)CNC1CCCCC1 (configuration not stated)
  112.7	121.5	75.6	103.5	80.0	111.9	98.7	99.2	106.0
O=C(CI)Nc1ccc(Br)cc1
  -69.9*	-78.2*	96.7	1.1*	142.4	101.6	-86.7*	88.1	-87.4*
CC1(C)CN1CCCCN1CC1(C)C (configuration not stated)
  94.6	111.6	79.8	95.2	105.9	101.3	98.6	111.3	104.8
CCOC(=O)C1=C(N)Oc2c(c(=O)oc3ccccc23)C1c1cc(=O)oc2ccc(Cl)cc12 (configuration not stated)
  x	98.6	99.7	102.8	97.4	95.4	100.5	100.0	90.6
COc1ccccc1N1CCN(C(C)C)CC1
  100.5	99.6	90.6	96.1	104.2	98.2	100.4	95.7	99.8
N#Cc1nn(-c2c(Cl)cc(C(F)(F)F)cc2Cl)c(N)c1S(=O)C(F)(F)F (configuration not stated)
  97.4	102.4	94.4	93.3	112.1	99.8	106.1	104.0	100.6
C[C@]12CCC(=O)C[C@@H]1CC[C@@H]1[C@@H]2CC[C@]2(C)OC(=O)CC[C@@H]12
  103.8	x	98.0	107.5	105.8	110.2	112.8	112.4	101.4
